aSyn rescue: alpha-synuclein toxicity inhibition in yeast; hit rate 0.14% among 370,000; Potency, µM (series often up to 46.1 µM), for the others: at the top dose growth rescue (activation), actives largely listed as activators; Yeast expressing alpha-synuclein, growth rescue, BacTiter-Glo, 24 h; AID 652106; note: % of control where 0% means no effect; nearly all actives have a fitted effect of over 65% in size
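Galactose-induced alpha-syn yeast (OD600=0.02, raffinose-pregrown) + pinned cpd, 24 hr, 30 deg C; growth by BacTiter-Glo luminescence. Growth restoration scores as activation.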
FUS yeast rescue: rescues growth of FUS-expressing yeast; AID 1347120; Potency, µM (series often up to 76.6 µM), for inactives: at the top dose growth rescue (activation), most hits filed as activators; hit rate 0.24% among 390,000; S. cerevisiae FUS-expressing, growth rescue, OD600, 24 h;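 note: plate controls were DMSO vehicle for no effect and reference control for full effect; nearly all actives have a fitted effect of over 55% in size; some results filed as inactive show a strong effect at the top dose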
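FUS-expressing yeast, raffinose-pregrown, induced in 2% galactose minimal medium at OD 0.005; compounds in a dilution series, 24hr at 30C. Growth restoration read as absorbance at 600 nm. CP55940 positive control, DMSO negative.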
EPAC1 antagonist: antagonists of human EPAC1. EPAC1 GEF assay, Rap1b-BODIPY-GDP exchange fluorescence. AID 720709. Potency, µM (top dose mostly 115 µM), inactives show at the top dose activity change, negative = inhibition, actives largely listed as inhibitors. hit rate 0.14% among 360,000;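 note: plate controls were vehicle for no effect and positive control for full effect; nearly all actives have a fitted effect of over 50% in size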
EPAC2 ag: agonists of human EPAC2 (RAPGEF4). hit rate 0.079% among 360,000. Potency, µM (series often up to 154 µM), for inactives: top-dose activation, usual class: activators. EPAC2 activation, biochemical qHTS; response scale: 100% = 6.5 mM cAMP response. Q8WZA2. AID 720711; note: nearly all actives have a fitted effect of over 50% in size
Target sequence (Q8WZA2 whole entry, looked up): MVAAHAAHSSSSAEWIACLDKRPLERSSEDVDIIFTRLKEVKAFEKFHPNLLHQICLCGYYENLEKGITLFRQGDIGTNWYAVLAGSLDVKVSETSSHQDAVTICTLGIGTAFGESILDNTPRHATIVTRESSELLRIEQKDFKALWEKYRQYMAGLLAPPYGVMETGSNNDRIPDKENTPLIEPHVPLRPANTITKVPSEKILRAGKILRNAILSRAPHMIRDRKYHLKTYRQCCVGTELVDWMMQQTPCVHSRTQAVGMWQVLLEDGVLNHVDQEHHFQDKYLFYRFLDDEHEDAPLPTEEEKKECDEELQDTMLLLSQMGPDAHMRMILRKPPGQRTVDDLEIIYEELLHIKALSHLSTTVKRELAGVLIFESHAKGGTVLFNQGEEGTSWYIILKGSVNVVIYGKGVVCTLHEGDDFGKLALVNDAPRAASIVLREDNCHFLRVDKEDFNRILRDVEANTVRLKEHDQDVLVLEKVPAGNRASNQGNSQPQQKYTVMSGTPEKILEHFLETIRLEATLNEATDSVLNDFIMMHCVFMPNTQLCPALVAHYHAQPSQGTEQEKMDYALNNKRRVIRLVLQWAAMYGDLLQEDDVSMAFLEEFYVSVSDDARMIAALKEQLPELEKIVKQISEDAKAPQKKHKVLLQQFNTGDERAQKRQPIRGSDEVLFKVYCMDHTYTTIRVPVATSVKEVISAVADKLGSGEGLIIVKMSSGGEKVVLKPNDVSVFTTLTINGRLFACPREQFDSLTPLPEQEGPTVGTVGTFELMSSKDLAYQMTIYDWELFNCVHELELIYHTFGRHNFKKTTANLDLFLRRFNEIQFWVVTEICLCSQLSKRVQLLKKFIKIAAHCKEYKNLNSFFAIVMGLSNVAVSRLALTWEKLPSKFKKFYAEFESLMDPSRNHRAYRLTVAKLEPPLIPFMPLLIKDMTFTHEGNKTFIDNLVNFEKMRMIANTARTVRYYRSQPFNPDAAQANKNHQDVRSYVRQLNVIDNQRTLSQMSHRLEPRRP
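Exchange assay: 100 nM EPAC2 with 250 nM Rap1B-BODIPY-GDP and 50 uM GDP. Fluorescence (ex 480/em 540 nm) read every 5 min for 30 min at room temperature. Data normalized to 6.5 mM cAMP as agonist control.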
EPAC1 ag: EPAC1 (human) agonism | O95398 | Potency, µM (titrated, usually from 154 µM), without a hit: at the top dose activation, actives largely listed as activators | hit rate 0.073% among 360,000 | EPAC1 agonist qHTS, biochemical assay; response scale: 100% = response to 6.5 mM cAMP | AID 720707; note: nearly all actives have a fitted effect of over 60% in size
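Read-out is the fluorescence drop as BODIPY-GDP leaves Rap1B (480 nm excitation, 540 nm emission), recorded every 5 minutes over 30 minutes. Reactions held 100 nM EPAC1, 250 nM Rap1B–BODIPY-GDP and 50 uM GDP, with 6.5 mM cAMP setting full activation.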
EPAC2 antag: blocks human EPAC2 exchange factor; Q8WZA2; EPAC2 GEF exchange of Rap1B-BODIPY-GDP, fluorescence; Potency, µM (top dose mostly 114 µM), without a hit: top-dose activity, negative = inhibition, hits mostly inhibitors; hit rate 0.18% among 360,000; note: % is set by controls: 0 for no effect and ±100 for the full control effect; nearly all actives have a fitted effect of over 45% in size; many of its hits are not listed in these tables
PTHR1 agonist: activates the human parathyroid hormone receptor PTHR1; hit rate 0.075% among 410,000; Potency, µM (top dose mostly 115 µM), without a hit: top-dose activation, most hits filed as activators; AID 743266; Q03431; HEK293 GP2 PTHR1 cells, GloSensor cAMP luminescence, 1 h; note: nearly all actives have a fitted effect of over 55% in size; some results filed as inactive show a strong effect at the top dose; inactives centre near -15; many of its hits are not listed in these tables
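HEK-293-derived GP2 cells expressing PTHR1 and a GloSensor cAMP reporter, 3,000/well, plated overnight, given luciferin plus IBMX (each 0.5 mM as added) for 1 h at 37 °C, then compound for 1 h at 37 °C. Luminescence was read after 15 min at room temperature.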
TDP43 rescue: rescues yeast growth from TDP-43 toxicity; TDP-43 expressing yeast growth rescue, BacTiter-Glo, 24 h; Potency, µM (titrated, usually from 46.1 µM), without a hit: at the top dose growth rescue (activation), actives largely listed as activators; hit rate 1.8% among 410,000; AID 652104; note: % of control where 0% means no effect; nearly all actives have a fitted effect of over 50% in size
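In this qHTS, compounds that restore growth of yeast expressing TDP-43 appear as activators. Cells (OD600=0.02, galactose medium, raffinose-pregrown) are incubated with compound 24 hr at 30 deg C and growth is quantified by BacTiter-Glo.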
* hit, by the source's call; i = inactive; ? = inconclusive; nt = no result given; [ ] = dose if it differs, or a comment. Calls come from the whole dose curve; as a rule, active = well fitted curve in the direction sought with a large enough effect; inconclusive = small, poorly fitted or top-dose-only effect, or another doubt; inactive = no such curve, though single readings can be large; an effect the other way counts as inactive or inconclusive. Potency is the fitted concentration of half-maximal effect. Only part of the results is shown; rates above refer to the full screens.

SMILES | aSyn rescue | FUS yeast rescue | EPAC1 antagonist | EPAC2 ag | EPAC1 ag | EPAC2 antag | PTHR1 agonist | TDP43 rescue
CCN(CC)S(=O)(=O)c1ccc(NC(=O)CSc2cccc[n+]2[O-])cc1 | -1.8% | 27.8% | -7.3% | 8.0% | 7.8% | 2.5% | -25.3% | -13.0%
CC(C)NC(=O)N1CCCN(c2nc3ccc(Cl)cc3s2)CC1 | 1.4% | 2.6% | -10.8% | 3.8% | 3.1% | -7.0% | -85.6%[inhibitor] | 0.0%
COC(=O)NCc1ccc(Cl)c(Cl)c1 | -7.0% | -12.8% | 5.0% | -4.4% | 5.6% | 1.5% | -14.7%[57.5 µM] | 9.4%
CCN1C(=O)c2cccc3c(S(=O)(=O)Nc4nc(C)cs4)ccc1c23 | -12.5% | 0.9% | -2.2% | -25.7% | 4.8% | -8.1% | ? | -12.7%
CC(Sc1ncn[nH]1)C(=O)Nc1cc(C(F)(F)F)ccc1Cl (stereo not drawn) | 0.0% | -2.9% | -15.4% | 10.0% | -7.3% | -11.4% | -8.8% | -7.4%
COc1ccc(/C(O)=C2/C(=O)C(=O)N(CCCN3CCOCC3)C2c2ccc(C(C)C)cc2)cc1 (stereo not drawn) | 4.6% | -0.8% | 21.1% | -1.7% | -0.4% | 9.7% | -19.6% | 14.2%
O=C(Nc1ccccc1)OCCOc1ccccc1 | 1.2% | 40.9% | -3.4% | 10.8% | -3.3% | -11.0% | 7.8%[57.5 µM] | -11.2%
O=C(c1cccc(Cl)c1)C1CCCN(C(=O)c2ccoc2)C1 (stereo not drawn) | 10.2% | -1.6% | 8.0% | 2.2% | -3.5% | 2.7% | -9.5% | 10.4%
c1ccc(-c2cnnc(-c3ccccn3)n2)cc1 | -1.7% | 0.0% | -1.0% | 6.4% | -3.1% | 2.0% | i | 30.0%
COc1ccc(Cl)cc1NC(=O)CN(C)C(=O)c1ccc(N2CCCCCC2)c([N+](=O)[O-])c1 | 10.7% | 27.8% | -8.9% | 7.2% | 7.0% | -8.4% | -38.3%[inhibitor] | 15.2%
CCOc1cc(/C=N/NC(=O)c2ccccn2)ccc1OC(=O)c1cccs1 | -0.6% | 11.0% | -9.1% | 6.4% | -1.7% | 14.9% | i | -15.8%
Cc1ccc(Nc2cc(C(=O)NCCCN3CCOCC3)c3ccccc3n2)c(C)c1 | 1.5% | -2.0% | -2.5% | 0.6% | -6.1% | 1.0% | i | -14.0%[0.397 µM]
O=S(=O)(c1cnc[nH]1)N1CCCCCC1 | -3.8% | 10.8% | 14.7% | -9.2% | -0.4% | 23.8% | i | -12.9%
Cc1nc2ccc(C(=O)O)cc2c2c1CC(C)S2 (stereo not drawn) | -2.2% | -0.5% | -11.4% | 10.3% | -4.9% | 2.0% | i | 2.4%
Cc1cc(Cl)ccc1NC(=O)CN1C(=O)C(=O)N(C2CCCC2)C1=O | 4.1% | 10.5% | -8.2% | 9.7% | -1.2% | 7.2% | i | 24.7%

Reprinted from the part before: 5 entries; new compounds follow.
SMILES | aSyn rescue | FUS yeast rescue | EPAC1 antagonist | EPAC2 ag | EPAC1 ag | EPAC2 antag | PTHR1 agonist | TDP43 rescue
CCOc1cc(/C=N/NC(=O)c2ccccn2)ccc1OC(=O)c1cccs1 | -0.6% | 11.0% | -9.1% | 6.4% | -1.7% | 14.9% | i | -15.8%
Cc1ccc(Nc2cc(C(=O)NCCCN3CCOCC3)c3ccccc3n2)c(C)c1 | 1.5% | -2.0% | -2.5% | 0.6% | -6.1% | 1.0% | i | -14.0%[0.397 µM]
O=S(=O)(c1cnc[nH]1)N1CCCCCC1 | -3.8% | 10.8% | 14.7% | -9.2% | -0.4% | 23.8% | i | -12.9%
Cc1nc2ccc(C(=O)O)cc2c2c1CC(C)S2 (stereo not drawn) | -2.2% | -0.5% | -11.4% | 10.3% | -4.9% | 2.0% | i | 2.4%
Cc1cc(Cl)ccc1NC(=O)CN1C(=O)C(=O)N(C2CCCC2)C1=O | 4.1% | 10.5% | -8.2% | 9.7% | -1.2% | 7.2% | i | 24.7%
NC(=O)CC[C@@H]1NC(=O)[C@H](CO)NC(=O)c2cc([N+](=O)[O-])cc(I)c2OCC[C@@H](C(N)=O)NC1=O | 0.6% | 7.1% | -6.0% | 6.3% | -2.9% | 6.9% | -19.4% | 20.8%
Cc1cc(C)c(COc2ccc(/C=N/n3c(C)n[nH]c3=S)cc2)c(C)c1 | 1.0% | 22.4% | -26.9% | 2.7% | 17.8% | -23.0% | i | 20µM*
Cc1nn(CC(=O)Nc2ccc3c(c2)nc(CN2CCCC2)n3C)c(=O)c2ccccc12 | -1.4% | 32.0% | 13.2% | 7.0% | 4.1% | -0.6% | i | -13.5%
COc1ccc(/C=C(/NC(=O)c2ccc(C)cc2)C(=O)NCc2ccncc2)cc1 | 8.6% | -21.0% | -10.2% | -6.3% | -4.1% | -2.2% | i | -12.4%
C=CCn1c(SCc2csc(C)n2)nc2scc(-c3ccc(C)o3)c2c1=O | 11.9% | 36.8% | -5.7% | 1.2% | 2.9% | -3.9% | -22.4%[57.5 µM] | -7.2%
Cc1ccc(N(CC(=O)Nc2ccc(Br)c(C)c2)S(=O)(=O)c2c(C)[nH]c(=O)[nH]c2=O)cc1 | -6.3% | 31.4% | ? | 6.8% | 1.8% | -5.4% | i | -2.1%
Cc1ccc(C2=N/C(=C\c3cccs3)C(=O)N2Nc2ccccc2)cc1 | 7.0% | 15.6% | 6.3% | 9.6% | 20.0% | -2.8% | i | -6.0%
O=C(Cc1cccs1)N/N=C/c1ccc(OCc2ccccc2)cc1 | 1.0% | 15.3% | -19.0% | -1.4% | 16.6% | 3.1% | i | -17.3%
CNc1cnn(-c2ccc(C)cc2)c(=O)c1Cl | 6.4% | 5.9% | -10.1% | 4.3% | 1.9% | -0.7% | -13.0% | -2.6%
COc1ccccc1OCCn1cc(/C=N/NC(N)=S)c2ccccc21 | 5.9% | ? | -4.5% | 14.5% | 8.0% | -7.3% | 2.9% | 17.9%
Cc1c(C(=O)N2CCN(C(=O)c3ccccc3)CC2)oc2ccc(F)cc12 | 8.2% | 11.6% | -14.0% | 6.3% | 16.4% | -4.9% | -14.1% | ?
O=C(NC1CCCC1)C(c1ccncc1)N(C(=O)c1ccco1)c1ccc(F)c(Cl)c1 (stereo not drawn) | 6.9% | 18.6% | -11.8% | 7.7% | -2.0% | 0.8% | i | 9.5%
Cc1[nH]c(=S)c(C#N)c(C)c1C(=O)Nc1ccccc1 | -4.8% | -17.8% | -9.1% | 9.5% | 7.1% | -3.2% | -5.4% | 4.5%
Cc1nc2ccc(C(=O)OCc3nnc(-c4ccccc4)o3)cc2nc1C | 0.7% | nt | 1.7% | 1.8% | 7.4% | 4.3% | -2.8% | ?
COc1ccc(-c2cc(C(F)F)n3ncc(C(=O)Nc4cccc(S(=O)(=O)N5CCOCC5)c4)c3n2)cc1 | 2.4% | 16.8% | -5.3% | 9.5% | 9.3% | -4.3% | -41.1%[inhibitor] | -13.7%
O=C(Nc1sc2c(c1C(=O)O)CCCC2)C(=O)N1CCOCC1 | 2.4% | 28.2% | 8.6% | 1.5% | 15.0% | -3.2% | -16.3% | 7.9%
N#CCN1CCN(CC(=O)Nc2cccc3ccccc23)CC1 | 0.7% | 10.2% | -19.5% | 1.1% | 0.0% | 5.4% | i | 9.7%
CC(C#N)Sc1nc2ccccc2c(=O)n1-c1ccccc1 (stereo not drawn) | 3.6% | -5.3% | -15.4% | 12.7% | 10.2% | -12.0% | -11.3%[57.5 µM] | ?
CN(C)CCNCc1ccccc1OC1CCCC1 | 4.3% | 15.0% | 0.0% | 4.1% | 7.1% | 1.4% | -4.1% | -3.7%
Cc1ccccc1-n1c(C)cc(/C=C(\C#N)C(=O)NCC2CCCO2)c1C (stereo not drawn) | -7.8% | nt | -5.4% | 3.1% | 1.1% | -2.6% | -40.0%[inhibitor] | 18.0%
COC(=O)c1cc(-c2ccc(C)o2)nc2ccccc12 | -76.1%[inhibitor] | nt | -15.2% | 26.4% | 2.2% | -3.5% | -20.3% | -11.2%
O=C(COC(=O)c1ccc(Br)o1)Nc1ccc(Br)cc1 | 0.5% | 8.2% | 9.7% | 4.0% | -6.0% | 7.3% | -21.1% | 26.4%
COc1ccc(NC(=O)CSc2cn[nH]n2)cc1OC | 8.6% | 7.2% | -13.7% | 9.5% | 2.5% | 2.1% | -12.1% | 0.0%
COc1ccc(NC(=O)C2(C)Cc3c(-c4ccc(N(C)C)cc4)ccnc3O2)cn1 (stereo not drawn) | 3.8% | ? | -19.7% | 9.2% | 8.9% | -7.5% | -19.4% | 2.3%
Nc1ccc[n+](CC(=O)c2ccccc2)c1 | 4.6% | -17.5% | -16.9% | 3.9% | 14.9% | 2.1% | i | 10.1%
CCc1cc(C(=O)N2CCCC(C(=O)c3ccc(Cl)cc3)C2)no1 (stereo not drawn) | 1.1% | -4.6% | -0.9% | -0.8% | 5.2% | -14.2% | -0.5% | 1.5%
N#Cc1ccsc1NC(=O)COc1ccc(-c2nnco2)cc1 | -0.2% | ? | -1.9% | 3.1% | 2.1% | 7.7% | -2.5%[57.5 µM] | -22.6%
CCCCCC(=O)N1C[C@@H](n2cc(C3CC3)nn2)[C@H](O)C[C@@H]1c1ccc(OC)cc1 | -0.1% | 5.8% | -5.2% | -1.0% | 1.1% | -6.8% | -10.2% | 0.0%
COc1ccccc1CN(C)CC(=O)Nc1cccc2ccccc12 | 0.3% | -3.3% | -7.9% | 13.9% | 7.0% | ? | i | -9.8%
COc1ccc(C(=O)OCC(=O)NC(=O)NC2CCCC2)cc1OC | 12.9% | -8.3% | -6.2% | 0.0% | -1.1% | -2.0% | -41.1%[inhibitor] | 6.0%
O=C(COc1ccc2c3c(c(=O)oc2c1)CCC3)NCCN1CCOCC1 | -7.0% | -22.5% | 3.2% | 8.1% | 2.4% | -4.4% | i | -19.2%
O=C(c1ccc(-n2cncn2)c([N+](=O)[O-])c1)N1CCN(S(=O)(=O)c2cccc(F)c2)CC1 | -6.9% | nt | -1.4% | -1.4% | 1.2% | 3.2% | -14.4% | 11.3%

Assay outcomes (PubChem BioAssay)
